Assay outcomes (PubChem)
Growth percent in the NCI-60 one-dose screen (48 h, 10 µM unless noted): 100 = growth as untreated, 0 = no growth, -100 = all killed.
OVCAR-4 = OVCAR-4 ovarian cancer cells. hit rate 3.7% among 80,000. AID 1794784
OVCAR-5 = OVCAR-5 ovarian cancer | hit rate 2.9% among 82,000 | AID 1794783
DU-145 = DU-145 prostate cancer; hit rate 4.2% among 81,000; AID 1794760
SK-OV-3 = SK-OV-3 ovarian cancer cells; hit rate 3.2% among 80,000; AID 1794785
IGROV1 = IGROV1 ovarian cancer; hit rate 4.7% among 79,000
OVCAR-3 = OVCAR-3 ovarian cancer. hit rate 7% among 79,000. AID 1794787
OVCAR-8 = OVCAR-8 ovarian cancer | hit rate 4.4% among 81,000
PC-3 = PC-3 prostate cancer cells. hit rate 3.9% among 80,000. AID 1794754
Active calls of the source: *; / = no result given; & = joins results of further samples. The calls were made as follows: active = growth percent below 10; inactive = the rest.

SMILES	OVCAR-4	OVCAR-5	DU-145	SK-OV-3	IGROV1	OVCAR-3	OVCAR-8	PC-3
CC(=O)c1ccc(NC(=O)COc2ccc(C3SCC(=O)N3c3ccc(Br)cc3)cc2)cc1 (stereo unspecified)	103	102	104	105	90	121	98	92
COc1ccc(/C=C/C(=O)c2ccc(Nc3nc(NCCO)nc(N4CCOCC4)n3)cc2)cc1	104	103	91	/	89	87	90	88
NS(=O)(=O)c1ccc(C(=O)N/N=C/c2ccccc2O)cc1	49	75	68	58	75	/	53	66
COc1cc2oc(-c3ccc(NC(=O)c4ccc5c(c4)OCO5)cc3)cc(=O)c2c(OC)c1OC	104	93	110	90	95	107	96	95
CS(=O)(=O)Nc1ccc(C(=O)CC2(O)C(=O)Nc3ccc(F)cc32)cc1 (stereo unspecified)	102	102	114	96	101	/	96	91
C=CC(=O)N[C@H](Cc1ccc(-c2cc(Cl)cc(Cl)c2)cc1)[C@H](O)[C@@H](O)C(=O)OCC	94	99	101	76	97	102	93	66
CCN(Cc1ccc(Cl)c(Cl)c1)c1ccc2nc(N)nc(N)c2c1C	-88*	-100*	-86*	-98*	-79*	-93*	-60*	-62*
CC1(C)CC2(C)CC(=O)C1C(C(=O)O)C2C(=O)O (stereo unspecified)	109	98	120	101	109	105	102	108
CCOC(=O)c1cc(C(=O)c2ccc(OC)c(OC)c2)n2ncc3ccccc3c12	100	93	98	93	102	98	88	76
C=CS(C=C)=NS(=O)(=O)c1ccc(C)cc1	81	94	80	83	72	50	20	80
O=C1OCN(c2cccc(Cl)c2)c2ccccc21	102	87	106	92	86	102	103	94
O=C1c2ccccc2N2C(=O)CN(Cc3ccccc3)C(=O)C23C=CC1O3 (stereo unspecified)	110	95	95	123	100	96	94	88
[2H]C([2H])([2H])Oc1ccc2ncc(C#Cc3cncc(C(=O)Nc4ccc(CN5CCN(C)CC5)c(C(F)(F)F)c4)c3)n2n1	-35*	-93*	-99*	-58*	-62*	-79*	-26*	-62*
O=C(CCCSCCCC(=O)N/N=C/c1ccccc1)N/N=C\c1ccccc1	109	104	109	100	98	101	104	85
Oc1ccc(C=NCCN=Cc2ccc(O)cc2O)c(O)c1	/	97	113	107	106	113	98	85
CCCCN(CCCC)CC(CN(CCCC)CCCC)OC(=O)Nc1ccccc1	52	63	53	82	44	83	82	68
Nc1nc2[nH]c(=S)[nH]c2c(=O)[nH]1	101	94	108	109	103	102	110	77
CCOC(=O)Cc1csc(/N=C\c2c(O)c3ccccc3oc2=O)n1	83	95	/	52	87	93	85	91
CNC(=O)c1cc(-n2ccc3cc(NS(=O)(=O)c4cc(C(F)(F)F)cc(C(F)(F)F)c4)ccc32)ccn1	102	105	109	113	110	115	100	97
COc1ccc(C(=O)/C=C/c2ccc(C)cc2)cc1S(=O)(=O)Nc1c(N)nc(SC)[nH]c1=O	88	106	99	113	91	83	76	67

Brought forward from above: 4 entries; new compounds follow.
SMILES	OVCAR-4	OVCAR-5	DU-145	SK-OV-3	IGROV1	OVCAR-3	OVCAR-8	PC-3
Nc1nc2[nH]c(=S)[nH]c2c(=O)[nH]1	101	94	108	109	103	102	110	77
CCOC(=O)Cc1csc(/N=C\c2c(O)c3ccccc3oc2=O)n1	83	95	/	52	87	93	85	91
CNC(=O)c1cc(-n2ccc3cc(NS(=O)(=O)c4cc(C(F)(F)F)cc(C(F)(F)F)c4)ccc32)ccn1	102	105	109	113	110	115	100	97
COc1ccc(C(=O)/C=C/c2ccc(C)cc2)cc1S(=O)(=O)Nc1c(N)nc(SC)[nH]c1=O	88	106	99	113	91	83	76	67
Oc1ccc(-c2nc3ccccc3s2)cc1	89	104	110	125	91	111	106	99
O=[N+]([O-])c1ccc(OCCCOc2ccccc2)cc1	100	107	108	105	94	99	105	94
COc1ccc(CNC(=O)CCc2nc3sc4c(c3c(=O)[nH]2)CCC4)cc1OC	108	114	100	102	112	99	102	103
Cc1cc2c(cc1Cl)C(=O)/C(=C/c1ccc(C(C)C)cc1)O2	96	106	102	/	106	113	107	100
CCCCNCC(C)C(=O)OC (stereo unspecified)	108	101	105	104	122	108	126	74
O=C1CCCC2CCCCN12 (stereo unspecified)	109	96	125	108	107	128	109	115
COc1ccc(C(=S)N2CCN(c3ccccc3)CC2)cc1	124	99	111	99	104	105	100	95
O=C(CNc1ccc(Cl)cc1)Nc1ccc(-c2nc3ccccc3s2)cc1	23	121	70	90	34	29	66	85
CN(C)c1ccc(NC(=O)c2cc3ccccc3cc2O)cc1	107	117	100	76	88	100	87	69
Nc1ccc(-c2csc(-n3[nH]c(=O)ccc3=O)n2)cc1	101	108	107	112	99	113	101	96
COc1ccc(-c2nc(SCC(C)C)[nH]c(=O)c2C#N)cc1	98	110	103	98	105	/	99	93
Cn1ccc(=O)nc1	76	75	8.5*	93	79	115	79	70
O=C1CSC(N2N=C(c3cc4ccccc4o3)CC2c2c[nH]c3ccccc23)=NN1 (stereo unspecified)	106	104	108	87	84	102	105	90
CCOc1ccc(/C=C(\C#N)c2cc3ccccc3[nH]2)cc1	83	77	81	68	56	42	65	68
O=C1NN(C(=O)c2ccccc2)C(c2ccc(Cl)c(Cl)c2)=C/C1=C\c1ccc([N+](=O)[O-])cc1	75	113	108	97	84	87	89	47
CCCC(=O)Nn1c(N)cc2cc(Br)ccc2c1=O	103	117	114	113	113	67	115	103
CC(C)=CCC1=CC(=O)c2ccccc2C1=O	110	100	134	96	74	85	88	64
O=C(/C=C/c1ccccn1)c1ccccc1O	88&101	92&77	71&76	113&111	67&38	45&84	85&54	83
COc1cc(-c2nc3ccccc3s2)cc(CN2CCCCC2)c1O	/	131	109	126	101	90	97	72
CCN(CC)CCCC(C)Nc1ncnc2ccc(OC)cc12 (stereo unspecified)	114	/	108	98	108	108	102	95
Nc1n[nH]c(CO)n1	107	103	106	101	85	/	106	89
COc1cc(NC(=O)CCSc2nc3ccc(C)cc3c(=O)n2Cc2ccccc2)cc(OC)c1OC	-32*	94	84	30	110	68	30	83
NC(=Nc1ccccc1)SCCS(=O)(=O)O	95	97	119	101	106	125	104	97
COc1ccc(CC(=O)O)cc1OC	107	100	102&114	113&107	97&109	101&113	115&102	107&104
CS(=O)(=O)N1CCN(C(=O)c2ccc(Oc3ccc(C(=O)N4CCN(S(C)(=O)=O)CC4)cc3)cc2)CC1	116	109	111	121	102	119	102	96
CC1(C)C(=O)/C(=C\c2ccncc2)C[C@]2(C)[C@H]3CC[C@@H]4[C@@H](C(=O)/C=C\c5ccncc5)CC[C@@]4(C)[C@]3(C)CC[C@@H]12	88	106	107	108	102	114	90	82
COc1cc(CNC(=O)c2ccccc2)ccc1OCC(=O)NO	107	103	107	96	94	116	99	91
S=c1nc2[nH]c3ccccc3c2n[nH]1	102	94	102	89	103	89	97	82
O=S(=O)(Oc1ccc(-c2cn3ccoc3n2)cc1)c1cccc(C(F)(F)F)c1	102	103	101	117	106	/	101	95
CCC(C)C(NC(=O)OCc1ccccc1)C(=O)NC(C(=O)O)C(C)C (stereo unspecified)	110	109	112	100	108	116	108	119
O=CC(F)(F)F	85	106	101	101	114	100	100	104
COc1ccccc1N1CCN(C2=CC(=O)C(C)=C(C)C2=O)CC1	93	107	105	109	112	110	100	96
CN(C)CCOc1ccc(C(=O)C(=O)N2CCCCC2)cc1	99	111	104	113	99	115	103	102
CCOC(=O)c1c(N)c(C#N)cn1-c1cc(OC)ccc1OC	94	98	108	121	85	/	106	95
CCC(C)C(NS(=O)(=O)c1ccc(C)cc1)C(=O)O (stereo unspecified)	106	96	116	106	/	110	115	102
CC(=O)OC(C)c1ccccc1 (stereo unspecified)	108	104	111	110	110	109	101	101
c1ccc(CCn2cccc2)nc1	113	103	104	107	121	101	102	99
CCCCCCCCCCCCCCNC1=CC(=O)c2c(C(=O)OC)c(C)nc(C)c2C1=O	81	81	94	92	86	91	88	39
COc1cc(NCCN(CC(C)C)CC(C)C)c2ncc(C)cc2c1	35	111	71	89	77	1.7*	69	48
Cc1cc(N2CCCCC2)nc(NCc2cc(Nc3ccnc4cc(Cl)ccc34)ccc2F)n1	-4.8*	-42*	-1.6*	73	10	-79*	-15*	17
CCC1=Cc2cc(OC)ccc2OC12C=Cc1cc(OC)ccc1O2 (stereo unspecified)	57	29	20	24	30	16	41	32
CC(=O)N1N=C(c2ccc3c(c2)OCO3)CC1c1sc(N(C)Cc2ccccc2)nc1Cl (stereo unspecified)	94	105	105	95	83	103	100	95
Cc1[nH]c(C(=O)Nc2ccccc2OCc2cccc(C(=O)NC3CCCNC3)c2)c(Cl)c1Cl (stereo unspecified)	-73*	-88*	-89*	108	-71*	-86*	-44*	-82*
Fc1cccc(-c2ccc(F)cc2F)c1	106	103	103	108	119	104	104	101
CCc1c(C(=O)N[C@H]2c3cc(Cl)ccc3CC[C@H]2O)[nH]c(C)c1C(C)=O	92	91	86	70	/	71	62	46
NC(=O)c1ccc(N=C(N)N=C(N)N)cc1	98	98	107	100	102	105	99	93
Cc1ccc(NC(=O)OC(C)N2CCCCC2)cc1NC(=O)OC(C)N1CCCCC1 (stereo unspecified)	110	106	97	104	101	98	104	88
Cc1ccc(C2Oc3ccccc3C3CC(c4cccs4)=NN32)cc1 (stereo unspecified)	94	102	97	90	80	100	100	/
O=C(CCc1nnc(Cn2cncn2)o1)c1nc2ccccc2[nH]1	111	107	109	116	118	122	107	/
Cc1ccc(S(=O)(=O)OCCN(CCOS(=O)(=O)c2ccc(C)cc2)c2ccc(F)cc2)cc1	104	98	105	105	128	111	94	92
CC(=O)OC1C=CCC2C(=O)OC(=O)C12 (stereo unspecified)	115	98	113	105	104	110	105	100
O=C(Cc1csc2[n+]1C(=O)/C(=C/c1ccc(Cl)cc1)S2)Nc1ccccc1	84	106	/	78	87	87	97	83
COc1ccccc1N1CCN(CCn2c(=O)c3sc4ccccc4c3n(C)c2=O)CC1	111	95	107	85	99	102	89	88
CCN(CC)c1ccc(CCc2ccc(N(CC)CC)c3cccnc23)c2ncccc12	76	92	87	89	77	79	76	59
CSc1nn2c(-c3ccc4ccccc4c3)ccnc2c1C#N	1.8*	47	43	13	21	-26*	23	46
Cc1ccc([N+](=O)[O-])c(N)c1	103	102	115	97	102	113	106	92
CCN(CC)CCn1ncc(Sc2cc([N+](=O)[O-])ccc2N)c(Cl)c1=O	85	111	70	90	89	73	67	86
COc1nc(Cl)nc(OC)n1	114	109	103	100	104	108	101	97
COC(=O)[C@H]1CCCN1C(=O)[C@@H]1CCCN1C(=O)CNC(=S)Nc1cc(C(F)(F)F)cc(C(F)(F)F)c1	105	108	109	112	118	114	100	95
Cc1nn(-c2ccc(Br)cc2)c2nc(CCl)[nH]c(=O)c12	116	102	110	106	97	116	102	96
Later entries.
SMILES	OVCAR-4	OVCAR-5	DU-145	SK-OV-3	IGROV1	OVCAR-3	OVCAR-8	PC-3
NC(N)=NS(=O)(=O)c1ccc(NC2Nc3nc4ccccc4nc3S2)cc1 (stereo unspecified)	100	100	102	/	101	104	98	103
Nc1ncnc2c1C(c1ccc(F)cc1)c1sc3c(F)cccc3c1O2 (stereo unspecified)	76	92	93	96	77	96	93	85
Cc1ccc(CNc2ccc(Cl)cc2NCc2ccc(C)c(O)c2)cc1O	28	74	23	55	24	11	24	7.2*
C=C(CN=[N+]=[N-])[C@@H]1CC[C@]2(COC(C)=O)CC[C@]3(C)[C@H](CC[C@@H]4[C@@]5(C)CCCNC(C)(C)[C@@H]5CC[C@]43C)[C@@H]12	66	79	88	64	90	67	74	28
COc1ccc2c(c1)C(=O)c1c-2c(OCCCN(C)C)nc2cc(Br)ccc12	89	-46*	79	81	71	89	3.9*	64
CCNc1ccc(/C=C2\C=Cc3ccccc32)cc1	81	95	109	99	79	152	119	66
COc1cc(-c2nc(SCCC(C)C)nc(Nc3cccc4ccccc34)c2C#N)cc(OC)c1OC	75	87	82	93	72	71	71	41
COc1cc(/C=C(\OC(C)=O)c2ccc3c(c2)OCO3)cc(OC)c1OC	84	97	102	105	77	103	102	92
O=C(O)C(c1ccccc1)C(O)C1CCCC1 (stereo unspecified)	116	102	110	105	117	107	105	101
OCc1ccc(Cl)c(Cl)c1	110	100	106	102	118	110	99	102
N#Cc1cccc(C(Br)S(=O)(=O)c2ccccc2)c1 (stereo unspecified)	/	111	121	106	107	128	108	89
N#CC1=C(N)Oc2c(sc3c(Br)cccc23)C1c1ccc(Br)cc1 (stereo unspecified)	49	56	8.8*	36	/	-8.6*	36	15

Six entries from above in a different format:
Structure,OVCAR-4,OVCAR-5,DU-145,SK-OV-3,IGROV1,OVCAR-3,OVCAR-8,PC-3
NC(N)=NS(=O)(=O)c1ccc(NC2Nc3nc4ccccc4nc3S2)cc1 (stereo unspecified),100,100,102,/,101,104,98,103
O=C(O)C(c1ccccc1)C(O)C1CCCC1 (stereo unspecified),116,102,110,105,117,107,105,101
OCc1ccc(Cl)c(Cl)c1,110,100,106,102,118,110,99,102
Nc1ncnc2c1C(c1ccc(F)cc1)c1sc3c(F)cccc3c1O2 (stereo unspecified),76,92,93,96,77,96,93,85
COc1cc(-c2nc(SCCC(C)C)nc(Nc3cccc4ccccc34)c2C#N)cc(OC)c1OC,75,87,82,93,72,71,71,41
COc1ccc2c(c1)C(=O)c1c-2c(OCCCN(C)C)nc2cc(Br)ccc12,89,-46*,79,81,71,89,3.9*,64
